# Screening data as filed in PubChem.
# Large T inhibition: TAg ATPase/helicase activity blockers – biochemical (AID 1903). inhibition, % at 20 µM; hits with a dose series show IC50 in µM. SV40 large T antigen ATPase/helicase inhibition assay; higher % means a stronger effect. 310,000 tested, 0.39% active; in the data active = a potency from the dose series; inconclusive = inhibition mostly from about 32% at the one dose, without a potency; inactive = the rest, 99 in 100 with inhibition below about 32%; note: strong numbers were not always called active
# Dengue-2 NS5 capping: Dengue-2 NS5 methyltransferase inhibitors, primary screen, biochemical, confirmation dose response (AID 588689). one-dose inhibition, % at 25 µM; IC50 in µM for titrated hits. 340,000 tested, 0.3% active. Dengue-2 NS5 methyltransferase capping enzyme assay, biochemical; higher % means a stronger effect; in the data active = a potency from the dose series; inconclusive = inhibition above about 29% without an active follow-up result
# PhoP inhibition: inhibitors of PhoP regulon expression, primary screen, Salmonella Typhimurium, GFP reporter (AID 1863) | inhibition, % at 50 µM; hits with a dose series show IC50 in µM | S. Typhimurium PhoP-regulated promoter GFP reporter, 4 h; higher % means a stronger effect | 300,000 tested, 0.16% active;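 active = inhibition over 29.93%, a cutoff 3 SD above the screen mean, later confirmed by dose response; inconclusive = inhibition over 29.93% but no dose response follow-up; inactive = inhibition at most 29.93% or unconfirmed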;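 note: 0% = low Mg2+ inducing control and 100% = high Mg2+ repressing control; strong numbers were not always called active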
# West Nile virus CPE: inhibition of WNV-induced cytopathic effect – cell-based, CPE readout (AID 1621); West Nile virus-infected cells, CPE inhibition; higher % means a stronger effect; CPE inhibition, % at 10 µM, or IC50 in µM where a hit was titrated; 290,000 tested, 0.02% active; in the data active = a potency from the dose series; inconclusive = CPE inhibition mostly from about 3.7% at the one dose, without a potency; inactive = the rest, 99 in 100 with CPE inhibition below about 2.2%; note: strong numbers were not always called active
# Rac1 GTP hydrolysis: MgcRacGAP GTPase-activating activity inhibitors, confirmation, biochemical, ADP Hunter fluorescence | MgcRacGAP-stimulated Rac1 GTP hydrolysis, ADP Hunter fluorescence; higher % means a stronger effect; GST-tagged Rac1 F28L mutant substrate | AID 624330 | 340,000 tested, 0.6% active | inhibition, % at 30 µM; hits with a dose series show IC50 in µM;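 active = first-screen hits whose inhibition reached a set limit at any dose in the follow-up dose series; inconclusive = inhibition above the set first-screen limit but never retested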;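 note: fluorescence reports GDP produced by GAP-driven GTP hydrolysis; strong numbers were not always called active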
# RSV CPE inhibition: inhibition of RSV-induced cytopathic effect – HEp-2 cells, primary 10 µM value included (AID 2391) | HEp-2 cells, RSV-induced CPE inhibition; higher % means a stronger effect | one-dose CPE inhibition, % at 10 µM; IC50 in µM for titrated hits | 310,000 tested, 0.13% active; in the data active = a potency from the dose series; inconclusive = CPE inhibition mostly from about 23% at the one dose, without a potency; inactive = the rest, 99 in 100 with CPE inhibition below about 21%; note: strong numbers were not always called active
# T cell HTS: T cell immune modulation candidate | 2C CD8+ T cell-vesicle binding, flow cytometry; active compounds read low | 330,000 tested, 0.068% active | calls only at 7 µM | AID 2052;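 active = response, share of CD8 T cells binding vesicles, and their 90th percentile fluorescence all below set limits, cut at about 80% in these data, passing the limit was not always enough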
#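 incubation = binding step 1.5 h, 37 °C, antibody labelling 20 min, ice | test system = 2C mouse CD8+ T cells | read-out basis = percent CD8+ FL2 mean versus row control | controls = Peptide-free naked vesicles (low) and QL9 vesicles with 0.7% DMSO vehicle (high) | detection = flow cytometry of vesicle-bound cells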
# NTR1 agonist: agonists of NTR1, primary screen, imaging, U2OS cells, beta-arrestin-GFP, high content (AID 493036); P30989; NTR1-U2OS beta-arrestin-GFP spot imaging, agonist mode; activation, % at 20 µM; 330,000 tested, 0.17% active;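 active = activation at or above 40% of the spot to cytoplasm intensity ratio, with at least 20 cells analyzed; inconclusive = wells under 20 cells, flagged as cytotoxic or low count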;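 note: 0% = DMSO without peptide and 100% = 100 nM NTR1 peptide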
# Target sequence (P30989 whole entry, looked up): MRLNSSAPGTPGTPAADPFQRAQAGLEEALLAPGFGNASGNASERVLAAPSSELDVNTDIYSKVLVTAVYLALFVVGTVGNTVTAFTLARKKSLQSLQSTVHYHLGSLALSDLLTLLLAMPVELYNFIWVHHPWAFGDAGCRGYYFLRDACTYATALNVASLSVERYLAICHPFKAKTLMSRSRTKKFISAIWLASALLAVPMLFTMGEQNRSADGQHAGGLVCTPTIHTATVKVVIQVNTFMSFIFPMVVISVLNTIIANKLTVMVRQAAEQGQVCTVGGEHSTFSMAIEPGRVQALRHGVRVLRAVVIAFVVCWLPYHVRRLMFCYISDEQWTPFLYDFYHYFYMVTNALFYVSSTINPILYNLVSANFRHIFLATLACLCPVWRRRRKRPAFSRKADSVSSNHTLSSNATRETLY
# UTI89 phage lysis: protection from phage-mediated lysis, alamar blue read-out – E. coli UTI89, K1F phage, bacterial capsule biogenesis inhibitors (AID 488966); inhibition, % at 100 µM, or IC50 in µM where a hit was titrated; 340,000 tested, 0.02% active; E. coli UTI89 K1F phage lysis, alamar blue, 2 h; higher % means a stronger effect;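 active = phage lysis inhibition, versus mean bacterial control, above a set limit; inconclusive = no clear call, values can overlap the other calls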;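 note: capsule biogenesis inhibitors block K1F phage lysis so surviving cells raise fluorescence; higher fluorescence means more inhibition of phage lysis; actives were called in the ten point dose series up to 300 µM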
# T cell HTS vesicle-bound %: further read-out of T cell HTS, marked with its call; double positive events, %; measured here: CD8+ vesicle-bound cell fraction;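 binding gate set so that unloaded-vesicle control wells show 10% double positive cells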
# NTR1 agonist cell count 20 µM: further read-out of NTR1 agonist, marked with its call; cell count; measured here: cell count, cytotoxicity flag
# Dengue-2 NS5 capping pilot replicate: second read-out of Dengue-2 NS5 capping, no call of its own (marks repeat the call); inhibition, %; measured here: pilot screen replicate inhibition
# Numbers without * were called inactive; i = inactive; ? = inconclusive; nt = not tested or not shown; [ ] = dose if it differs, or a comment.
SMILES,Large T inhibition,Dengue-2 NS5 capping,PhoP inhibition,West Nile virus CPE,Rac1 GTP hydrolysis,RSV CPE inhibition,T cell HTS,T cell HTS vesicle-bound %,NTR1 agonist,NTR1 agonist cell count 20 µM,UTI89 phage lysis,others
O=C(Cc1ccccc1)Nc1c(Cl)ccc2nsnc12,6%,nt,1%,-0.3%,nt,3.2%,i,39,3.0,42,nt,
COc1ccc(Cl)cc1NC(=O)CN(C)CC(=O)N(CC(C)C)c1c(N)n(CC(C)C)c(=O)[nH]c1=O,nt,-2%,nt,nt,2%,nt,i,40,2.3,43,0.4%[50 µM],
CCCOc1ccc(N2C(=O)C3ON(c4ccccc4)C(c4ccc(O)c(OC)c4)C3C2=O)cc1 (centres undefined),13%,-2%,12%,nt,15%,0.6%,i,40,2.5,58,3.1%,
COC(=O)c1ccc(OC(=O)c2ccc(OC)cc2)c(OC)c1,9%,-6%,7%,0.4%,5%,0.9%,i,28,1.3,38,0.2%,
Cc1ccc(NC(=O)CSc2n[nH]c(-c3ccco3)n2)cc1,-2%,3%,4%,-0.4%,0%,2.9%,i,50,-0.3,52,0.4%,
C=CCOC(=O)C1=C(C)NC(C)=C(C(=O)OCC=C)C1c1cn(-c2ccccc2)nc1-c1ccco1,8%,-2%,-4%,-1.0%,5%,1.8%,i,56,-1.6,79,0.1%,
CCOC(=O)c1cc(C(=O)Nc2ccccc2F)nn1C,-4%,2%,9%,0.0%,4%,1.0%,i,59,-2.0,52,5.5%,
O=C(NCCCN1CCCC1=O)c1cccs1,17%,-6%,-4%,nt,0%,1.3%,i,36,-0.2,61,-1.7%,
O=C1CCCN1c1ccc(S(=O)(=O)N2CCCCC2)cc1,6%,-3%,-3%,-0.8%,-2%,2.2%,i,44,-1.0,56,2.1%,
Cc1ccc(S(=O)(=O)/N=C(\CSC(N)=O)Nc2ccccc2)cc1,-3%,-10%,3%,0.1%,7%,0.1%,i,26,0.2,86,1.5%,
CC(=O)N(C)c1ccc(NC(=S)Nc2cccc3ccccc23)cc1,22%,12%,27%,0.0%,4%,4.5%,i,28,1.4,62,1.6%,
COC(=O)c1ccccc1S(=O)(=O)NNC(=O)C1COc2ccccc2O1 (centres undefined),nt,1%,nt,nt,2%,nt,nt,nt,-0.3,68,-0.5%,
Fc1ccccc1OCCSc1ncnc2nc[nH]c12,11%,-1%,0%,0.3%,4%,0.5%,i,49,2.2,68,0.2%,
COc1ccnc(CS(=O)c2nc3cc(C(O)(F)F)ccc3[nH]2)c1OC (centres undefined),-12%,-7%,5%,-0.9%,-4%,12%,i,19,0.4,90,0.0%,
Clc1ccc2c(NCc3ccccc3)ccnc2c1,11%,-7%,-1%,-1.0%,13%,4.7%,i,32,4.6,35,1.1%,
Cc1cccc2nc(CNc3ccc(F)cc3)cn12,3%,14%,7%,0.6%,8%,1.0%,i,47,0.1,43,0.2%,
COc1cccc(NC(=O)C2CCCN(S(=O)(=O)c3ccc(-n4cnnn4)cc3)C2)c1 (centres undefined),-6%,-6%,-7%,0.7%,5%,-0.8%,i,20,-0.4,49,4.6%,
O=C(COc1ncnc2ccccc12)NC(=O)NCc1ccccc1,3%,-3%,0%,-0.3%,3%,0.5%,i,51,-1.7,74,0.7%,
COc1ccc(C2c3sc(=O)[nH]c3SC3C4CCC(C4)C23)cc1OC (centres undefined),12%,-1%,7%,0.5%,9%,6.7%,i,40,7.0,36,0.1%,
COc1ccc(Cc2nnc(SCC(=O)N(C)c3ccccc3)o2)cc1,8%,-5%,-7%,-0.3%,8%,0.6%,i,10,-0.1,52,1.2%[50 µM],
COc1ccc(-c2c(C)nn3c(N4CCCCCC4)cc(C)nc23)cc1OC,11%,3%,-2%,-0.9%,6%,21%,i,66,28,86,-0.1%,
O=C(COc1ccc2c3c(c(=O)oc2c1)CCC3)NCCCN1CCCC1=O,11%,-4%,-6%,-0.4%,9%,0.2%,i,4,-0.1,69,0.2%,
O=C1N[C@@H](c2ccccc2)COC(=O)[C@H](Cc2ccc(F)cc2)C/C=C\C[C@@H]1CC(=O)N(CCO)Cc1ccccc1,nt,-6%,nt,nt,4%,nt,i,13,2.4,58,1.6%,
O=C(OCc1ccc(Br)cc1)c1cccnc1Cl,3%,-4%,11%,-0.7%,8%,-0.1%,i,24,0.2,48,0.3%,
CCCC(=O)Nc1ccc(-c2nc3ncccc3o2)cc1,16%,-7%,8%,0.3%,6%,0.6%,i,52,-1.2,55,0.2%,Dengue-2 NS5 capping pilot replicate=3.0

# The last 2 records of the section before are carried over, then new ones follow.
SMILES,Large T inhibition,Dengue-2 NS5 capping,PhoP inhibition,West Nile virus CPE,Rac1 GTP hydrolysis,RSV CPE inhibition,T cell HTS,T cell HTS vesicle-bound %,NTR1 agonist,NTR1 agonist cell count 20 µM,UTI89 phage lysis,others
O=C(OCc1ccc(Br)cc1)c1cccnc1Cl,3%,-4%,11%,-0.7%,8%,-0.1%,i,24,0.2,48,0.3%,
CCCC(=O)Nc1ccc(-c2nc3ncccc3o2)cc1,16%,-7%,8%,0.3%,6%,0.6%,i,52,-1.2,55,0.2%,Dengue-2 NS5 capping pilot replicate=3.0
CCOC(=O)N1CCN(C(=O)c2cc3sccc3n2C)CC1,-5%,-4%,2%,0.0%,10%,-0.2%,i,24,-1.1,92,0.2%,
Cc1ccc(C(C(=O)NC(C)(C)C)N(CC2CCCO2)C(=O)CCC(=O)Nc2ccccn2)cc1 (centres undefined),-11%,-2%,0%,-0.8%,7%,0.9%,i,43,1.1,55,0.6%,
Cc1cccc(CN2CCC(C(=O)Nc3cccc(-c4cccc(F)c4)c3)CC2)n1,7%,-10%,-2%,-0.3%,7%,?,i,28,1.2,67,1.9%,
COC(=O)C(CC(C)C)NC(=O)c1cc(OC)c(OC)c(OC)c1 (centres undefined),16%,-3%,-1%,0.5%,-1%,1.2%,i,24,12,105,-0.4%,
CCCCCC(=O)N/N=C(\C)c1ccc(NC(=O)c2ccco2)cc1,0%,8%,-3%,nt,10%,-0.4%,i,61,2.3,49,1.0%,
COC(=O)c1cccc(N2C(=O)c3ccccc3S2(=O)=O)c1,-1%,-5%,11%,0.8%,1%,0.9%,i,34,-0.7,94,-0.2%,
Cc1cc(=O)oc2c3c(cc(OCC(=O)NCC4CCC(C(=O)O)CC4)c12)OC(C)(C)CC3 (centres undefined),0%,-9%,-15%,-0.5%,4%,1.1%,i,51,0.4,88,0.8%,
COc1ccc(OCc2cc(=O)[nH]c3ccccc23)cc1,3%,-1%,6%,-0.7%,10%,13%,i,64,3.5,21,0.0%,Dengue-2 NS5 capping pilot replicate=0.0
CCOc1ccccc1N1CCN(C(=O)C2c3ccccc3Oc3ccccc32)CC1,6%,4%,-7%,-0.2%,9%,1.6%,i,14,4.1,41,0.2%,
O=C(O)c1ccccc1NS(=O)(=O)c1ccc2c3c(cccc13)C(=O)N2,12%,-3%,3%,-0.4%,2%,1.7%,i,18,1.3,80,-0.2%,
Cc1cc(C)cc(NC(=O)C(c2ccccc2)N2CCN(CC(=O)N3CCCC3)CC2)c1 (centres undefined),nt,2%,nt,nt,8%,nt,nt,nt,-0.2,72,1.6%[50 µM],
COc1ccccc1NC(=O)c1cc2ccccc2nc1C,7%,-1%,6%,-0.8%,1%,0.5%,i,44,-1.0,34,0.1%,
C1CCC(n2nnnc2CN2CCN(C3CCCC3)CC2)CC1,2%,-1%,-11%,-0.1%,4%,-0.7%,i,58,-1.5,48,0.7%,
CCCc1nnc(SCC(=O)Nc2ccc(C(=O)OCC)cc2)o1,-9%,-5%,10%,-0.2%,7%,0.0%,i,22,0.3,49,-0.1%,
Cc1nc2cc(-c3ccccc3)[nH]n2c(=O)c1C,7%,-4%,-1%,-1.4%,12%,1.4%,i,50,1.3,77,-0.1%,Dengue-2 NS5 capping pilot replicate=-2.7
Cc1ccc(S(=O)(=O)C(c2ccccc2)c2c(C)noc2C)cc1 (centres undefined),20%,-1%,-2%,-0.9%,-4%,1.1%,i,35,nt,nt,-0.5%,
Cc1cc2c(=O)n(C)c(SCC(=O)Nc3ccccc3)nc2s1,20%,-14%,8%,-0.5%,3%,0.7%,i,12,2.1,43,0.8%,
O=C(N/N=C\c1ccc(Br)cc1)c1ccc(Cn2cccn2)o1,7%,3%,-4%,-0.8%,6%,1.1%,i,16,1.8,59,2.2%[50 µM],
CCCCNC(=O)N1CCN(c2ccccc2OCC)CC1,21%,-2%,1%,-0.3%,1%,1.2%,i,61,2.4,84,0.2%,
COCCN(C(=O)COC(=O)C(c1ccccc1)c1ccccc1)c1c(N)n(Cc2ccccc2)c(=O)[nH]c1=O,9%,0%,-2%,nt,2%,-0.7%,i,37,0.8,57,0.6%[50 µM],
Cc1cccc(Cl)c1NC(=S)NN,13%,-2%,-1%,0.2%,5%,0.4%,i,60,-1.1,45,0.7%,
CC(C)(CNC(=O)c1cccc(S(=O)(=O)NCc2ccccc2)c1)N1CCOCC1,12%,-4%,-7%,nt,9%,0.1%,i,31,-0.4,66,1.2%[50 µM],
CCN(C[C@H]1N[C@@](CC)(C(=O)OC)[C@H]2C(=O)N(C)C(=O)[C@@H]12)C(=O)Nc1ccc(OC)cc1,nt,-5%,nt,nt,7%,nt,i,10,-0.2,56,0.1%,Dengue-2 NS5 capping pilot replicate=-1.2
CC12CCC(=O)N1C(C(=O)N1CCN(c3cccc(Cl)c3)CC1)CS2 (centres undefined),nt,-6%,nt,nt,7%,1.2%,i,32,1.6,67,0.9%[50 µM],
O=C(OCC(=O)N(C1CCCCC1)C1CCCCC1)c1ccc(Cl)nc1,nt,7%,nt,nt,2%,-1.7%,i,23,2.8,59,0.4%[50 µM],
COCCn1c(C)cc(C(=O)COC(=O)/C=C/c2c(C)nn(C3CCS(=O)(=O)C3)c2Cl)c1C (centres undefined),7%,1%,-4%,nt,-1%,8.8%,i,51,3.3,66,0.9%[50 µM],
Cc1cc(NCc2cccnc2)nc(N)n1,3%,-7%,3%,0.0%,8%,0.7%,i,33,1.3,92,-0.1%,
Cn1cc(Br)c(C(=O)NNC(=O)c2cccc(Br)c2)n1,-5%,-11%,8%,nt,1%,1.4%,i,11,-1.2,40,0.2%,
O=C(Nc1ccccc1)N1CCN(c2ccc(C(F)(F)F)cn2)CC1,10%,-7%,-10%,-0.7%,6%,?,i,50,-2.0,79,0.8%,
